# S1P3 ag = activates the human S1P3 receptor; actives 0.1% (n = 60,000); AID 373; activation, % at 4.5 µM; Q99500; S1P3 NFAT-BLA reporter cells, agonism, FRET ratio; relative to 1 µM S1P, basal subtracted;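 active = activation above the screen-wide mean plus 3 SD, cut at about 4.5% in these data, passing the limit was not always enough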; also: some compounds called inactive have numbers as strong as hits
#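 Benchmarks: high control 1 µM S1P / System: stable CHO line with human S1P3, Gα16, NFAT-BLA reporter / Dosing: single compound concentration, 4.5 µM final / Timing: 4 h compound at 37 °C, 2 h substrate at RT / Measured by: FRET β-lactamase substrate fluorescence, excitation 405 nm, 460/535 nm emission ratio, background-subtracted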
# M1 antagonist = blocks the rat M1 muscarinic receptor response to acetylcholine; CHO-M1 cells, Fluo-4 calcium, ACh EC80 antagonist mode; active compounds read low; B-score at 10 µM; actives 3.4% (n = 64,000); AID 628;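 active = calcium fluorescence response, raw or row-and-column corrected B-score, differing from the plate sample mean either way at a set confidence level, mostly lower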
# Target sequence (P08482 whole entry, looked up): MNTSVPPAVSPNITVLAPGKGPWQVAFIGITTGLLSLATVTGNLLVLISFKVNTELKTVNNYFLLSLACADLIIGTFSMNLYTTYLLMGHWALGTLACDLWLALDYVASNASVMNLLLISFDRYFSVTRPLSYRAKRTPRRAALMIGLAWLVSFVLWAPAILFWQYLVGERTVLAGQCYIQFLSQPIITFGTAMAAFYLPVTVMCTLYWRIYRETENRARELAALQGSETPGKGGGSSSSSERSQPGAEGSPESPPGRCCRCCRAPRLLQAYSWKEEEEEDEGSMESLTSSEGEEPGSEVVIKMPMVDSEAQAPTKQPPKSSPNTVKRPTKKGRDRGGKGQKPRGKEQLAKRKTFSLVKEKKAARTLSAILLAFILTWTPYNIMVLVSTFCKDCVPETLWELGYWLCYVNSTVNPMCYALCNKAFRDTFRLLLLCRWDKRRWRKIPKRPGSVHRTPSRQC
# 5HT1a antag = antagonists of human 5-HT1a serotonin receptor; CHO 5-HT1a Ga15 NFAT-bla reporter, antagonist mode; inhibition, % at 10 µM; P08908; actives 0.68% (n = 62,000); AID 612;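 active = inhibition above the mean of all tested compounds plus 3 SD, cut at about 43% in these data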;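 also: receptor stimulated by 5-CT agonist at 100 nM near EC80; beta-lactamase reporter measured by ratiometric fluorescence of a cleavable substrate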
# HTR1E agonist = activates the human 5-HT1E serotonin receptor; actives 0.69% (n = 65,000); CHO 5-HT1E Ga15 NFAT-bla reporter, FRET; 0% DMSO wells, 100% control agonist wells; activation, % at 6 µM; P28566;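 active = activation above a set limit, the screen-wide mean activation plus 3 SD, cut at about 8.5% in these data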;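 also: 100% = positive control agonist at 1 µM giving full maximal response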
# Target sequence (P28566 whole entry, looked up): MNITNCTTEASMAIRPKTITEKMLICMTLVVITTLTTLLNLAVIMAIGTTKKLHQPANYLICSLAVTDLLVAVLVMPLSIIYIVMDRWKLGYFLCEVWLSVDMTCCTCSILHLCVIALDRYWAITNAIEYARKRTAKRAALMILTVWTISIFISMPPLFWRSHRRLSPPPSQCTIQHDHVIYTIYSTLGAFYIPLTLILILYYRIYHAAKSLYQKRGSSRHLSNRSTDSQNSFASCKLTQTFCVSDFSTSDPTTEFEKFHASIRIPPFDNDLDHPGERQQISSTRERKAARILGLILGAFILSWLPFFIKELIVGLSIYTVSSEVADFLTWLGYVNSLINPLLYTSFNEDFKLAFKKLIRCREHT
# M1 agonist = agonists of M1 muscarinic receptor; AID 626; actives 3% (n = 64,000); B-score at 10 µM; CHO-M1 cells, Fluo-4 calcium fluorescence, agonist mode; active compounds read high;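 active = fluorescence rise, raw or as B-score row- and column-corrected plate score, outside the 99.7% band of its plate's samples, either direction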
# Jurkat tox 60K = reduces viability or proliferation of Jurkat cells. Jurkat E6.1 viability, ATP luminescence, 48 h. inhibition, % at 4 µM. actives 1.2% (n = 56,000);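 active = inhibition above the mean inhibition of all tested compounds plus 3 SD, cut at about 28% in these data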
# S1P1 ag pot = agonists and agonism potentiators of human S1P1 receptor. P21453. S1P1 CRE-bla cells, forskolin, beta-lactamase FRET, potentiator mode; S1P1 agonist co-added at EC20, 2 nM; 100% = saturating reference agonist, 0% = basal. activation, % at 9.5 µM. actives 0.57% (n = 56,000). AID 449;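 active = activation above a cutoff set at the mean activation of all tested compounds plus 3 SD, cut at about 54% in these data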;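 also: forskolin at 4 µM as EC80 and the EC20 agonist is SEW2871; 100% = SEW2871 at its EC100 plus forskolin at EC80; some compounds past the cut are filed as inactive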
# 5HT1E antag = blocks the human 5-HT1E serotonin receptor. P28566. actives 0.99% (n = 65,000). CHO 5-HT1E Ga15 NFAT-bla reporter, FRET, antagonist. inhibition, % at 6 µM;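 active = inhibition above a set limit, the mean inhibition across every tested compound plus 3 SD, cut at about 29% in these data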;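 also: signal is the 460 over 535 nm emission ratio of beta-lactamase substrate; 0% = agonist plus DMSO wells and 100% = wells without agonist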
# HTR1A agonist = activates the human 5-HT1a serotonin receptor. activation, % at 10 µM. CHO 5-HT1a Ga15 NFAT-bla reporter, FRET ratio; 0% basal, 100% maximal reference agonist. P08908. actives 0.56% (n = 65,000);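 active = activation above the screen-wide mean activation plus 3 SD, cut at about 19% in these data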;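 also: 0% = DMSO wells and 100% = 5-CT at EC100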
# * marks the source's active call; other numbers are inactive results; . = not tested or not shown.
Compound | S1P3 ag | M1 antagonist | 5HT1a antag | HTR1E agonist | M1 agonist | Jurkat tox 60K | S1P1 ag pot | 5HT1E antag | HTR1A agonist
CCCC(c1nnnn1CC(=O)OCC)N(Cc1cc2ccc(C)cc2[nH]c1=O)C1CCCC1 (configuration not stated) | -0.5 | . | 9 | 0.5 | . | -7 | -18 | 16 | -1.0
COc1ccc(OCC(=O)N2CCN(c3cccc(C(F)(F)F)c3)CC2)cc1 | -0.7 | -0.56 | 3 | 1.1 | 0.32 | -8 | -1 | -5 | -3.6
O=C(CCS(=O)(=O)c1ccccc1)Nc1nccs1 | -0.7 | -0.25 | 1 | 0.5 | 0.66 | -3 | -18 | -1 | 1.7
COc1cccc(C(=O)c2cc3ccc(O)cc3oc2=O)c1 | 0.3 | 0.055 | 5 | 1.8 | 0.43 | 13 | 8 | 2 | 0.2
Cc1cccc(N=C2NC(=O)/C(=C3/C(=O)N(C)c4ccccc43)S2)c1C | -1.0 | -2 | 19 | -0.5 | 0.12 | 0 | -4 | -1 | -1.4
COCCN1C(=O)C(O)=C(C(C)=O)C1c1ccc(OC)c(OC)c1 (configuration not stated) | -0.8 | -2.5 | -8 | 0.4 | 0.27 | -2 | -13 | 3 | -1.9
Cc1nc2sc3c(c2c2nc(-c4ccco4)nn12)CCCC3 | -0.1 | . | 7 | -1.4 | . | 8 | 9 | 11 | -0.3
COc1ccccc1NC(=O)CSc1nnnn1Cc1ccccc1 | -0.5 | -0.046 | -1 | 0.1 | 0.064 | -12 | -9 | -3 | 0.2
COc1ccc(-c2nnc(NC(=O)c3cc(Cl)ccc3Cl)o2)cc1 | -0.8 | -0.36 | 16 | 0.7 | 0.44 | 9 | 49 | 12 | -0.4
CCOC(=O)N1CCN(C(=O)Cc2ccc(C)cc2)CC1 | -0.3 | 0.056 | -6 | 1.1 | -0.19 | 6 | . | 1 | -2.5
N#Cc1nc(-c2ccccc2F)oc1NC1CCCCC1 | 0.1 | -0.0082 | 19 | -1.5 | 0.47 | 2 | 0 | 28 | -1.5
CCN(CC)c1ccc(C2C(C(=O)OCCOC)=C(C)NC3=C2C(=O)CCC3)cc1 (configuration not stated) | 0.0 | -10* | 12 | -0.7 | -0.47 | 1 | -3 | 4 | -1.1
O=C(Nc1ccc2c(c1)OCCO2)NC1CCCCC1 | -0.7 | 0.44 | -27 | -0.4 | 1 | -3 | -15 | -5 | 0.7
Cc1ccc2[nH]c(=O)c(CN(Cc3ccco3)C(=O)c3cccs3)cc2c1 | -0.5 | -1.5 | -2 | -0.5 | 0.57 | -1 | -16 | -5 | 0.8
CC(=O)N1CCN(c2ccc(NCc3ccc(C)s3)cc2)CC1 | -1.4 | -0.031 | -12 | 0.6 | -2.4 | -2 | -8 | -6 | 1.8
COc1cccc2c(=O)n(CC(=O)N3CCCc4ccccc43)ccc12 | -0.8 | 0.32 | 4 | 0.1 | -1.3 | 0 | -1 | -1 | -2.2
O=C1CC(Nc2ccc(N3CCOCC3)cc2)C(=O)N1c1cccc(C(F)(F)F)c1 (configuration not stated) | 0.2 | -0.081 | -4 | 0.7 | -1.2 | -5 | -20 | -5 | -1.0
CCOc1ccc(NC(=O)CCS(=O)(=O)c2ccc3c(c2)CCCN3C(C)=O)cc1 | -0.4 | 0.12 | -4 | 0.8 | -0.45 | -3 | 7 | 8 | -4.7
O=C(c1cccs1)N(Cc1ccco1)C1CCS(=O)(=O)C1 (configuration not stated) | -1.7 | 1.2 | -4 | -0.9 | 1.6 | 7 | -12 | 4 | -2.7
COc1ccc(CCNC(=O)CCSc2nc(-c3ccco3)cc(C(F)(F)F)n2)cc1OC | -1.1 | 0.077 | 3 | 0.3 | 0.44 | 3 | 31 | 13 | 0.6

# The list continues.
SMILES | S1P3 ag | M1 antagonist | 5HT1a antag | HTR1E agonist | M1 agonist | Jurkat tox 60K | S1P1 ag pot | 5HT1E antag | HTR1A agonist
Cn1cc(C(=O)NCCc2ccccc2)c(=O)c2cc(S(=O)(=O)N3CCOCC3)ccc21 | -0.1 | 0.22 | -3 | 77* | 0.15 | -6 | 0 | 5 | -1.8
COC(=O)C1=C(N)Oc2cc(C)n(CC3CCCO3)c(=O)c2C1c1ccccc1OC (configuration not stated) | -0.7 | -0.27 | -11 | 0.0 | 0.44 | -1 | -14 | 2 | -0.5
O=C(COc1ccc2c3c(c(=O)oc2c1)CCC3)NC1CCCCC1 | 0.5 | -1 | -24 | -1.1 | -0.16 | -3 | -4 | -5 | -1.9
O=C(Cc1ccccc1)NC1CCN(S(=O)(=O)c2cccc(F)c2)CC1 | -0.2 | 0.16 | -7 | 0.3 | -0.00061 | -1 | 6 | -8 | 0.0
CC1=Nc2ccccc2N=C(NC(=O)CSc2nnnn2-c2ccccc2)C1c1ccccc1 (configuration not stated) | -0.8 | -1 | 14 | -1.3 | 1.3 | 2 | 19 | 9 | 0.1
CCOc1ccc(S(=O)(=O)NCc2csc(C)n2)cc1 | 0.1 | 0 | -2 | 0.6 | -1.1 | 3 | 6 | 10 | -1.7
Cc1cc(Cl)cc(Cl)c1OCC(=O)NCc1ccco1 | -0.7 | -0.12 | -13 | 0.6 | -0.063 | 0 | -3 | -9 | -2.6
FC(F)Oc1ccc(-c2csc(Cc3nnc4n3CCCCC4)n2)cc1 | -0.4 | -0.8 | 3 | 0.2 | 0.42 | 12 | 8 | 19 | -0.5
CCOC(=O)C1=C(C)N=C2SC(C)C(=O)N2C1/C=C/c1ccccc1OC (configuration not stated) | -0.4 | 0.046 | -1 | -1.2 | -0.0016 | -3 | 16 | -13 | -2.6
O=C(NCCCN1CCN(CCCNC(=O)c2ccc(F)cc2)CC1)c1ccc(F)cc1 | -1.4 | -0.75 | -3 | -0.3 | 0.93 | -1 | -5 | -8 | -2.0
N#Cc1c(NCCCO)nc(NCc2ccccc2)c2c1CCN(Cc1ccccc1)C2 | 0.5 | -0.71 | 8 | 0.7 | 3 | 8 | -18 | -3 | 1.7
CCCn1c(SCC(=O)Nc2nc(C)c(C(=O)OC)s2)nnc1C(C)C | 0.6 | -0.33 | -14 | 0.9 | -0.19 | -2 | -2 | -7 | 1.5
Cc1n[nH]c(C)c1S(=O)(=O)N1CCC(C(=O)O)CC1 | 0.8 | 0.097 | 6 | -0.3 | -0.1 | -16 | -9 | -9 | -1.4
CCCn1c(=O)c(C(=O)NCc2ccncc2)c(O)c2ccccc21 | -0.5 | 0.0039 | 1 | -0.9 | -0.36 | -3 | -41 | -3 | -4.1
COc1ccc(Cc2nnc(SCC(=O)NCCc3ccccc3)o2)cc1 | -1.2 | 0.31 | 4 | 0.2 | 0.37 | 5 | -39 | 2 | -2.4
CCn1cnc2cc(NCc3ccc(C)cc3)ccc21 | 0.2 | -1.8 | -14 | 0.3 | -0.34 | 0 | -26 | -15 | -3.3

# Some of the entries above, set out differently:
CCCn1c(SCC(=O)Nc2nc(C)c(C(=O)OC)s2)nnc1C(C)C
- S1P3 ag: 0.6
- M1 antagonist: -0.33
- 5HT1a antag: -14
- HTR1E agonist: 0.9
- M1 agonist: -0.19
- Jurkat tox 60K: -2
- S1P1 ag pot: -2
- 5HT1E antag: -7
- HTR1A agonist: 1.5

Cc1n[nH]c(C)c1S(=O)(=O)N1CCC(C(=O)O)CC1
- S1P3 ag: 0.8
- M1 antagonist: 0.097
- 5HT1a antag: 6
- HTR1E agonist: -0.3
- M1 agonist: -0.1
- Jurkat tox 60K: -16
- S1P1 ag pot: -9
- 5HT1E antag: -9
- HTR1A agonist: -1.4

CCCn1c(=O)c(C(=O)NCc2ccncc2)c(O)c2ccccc21
- S1P3 ag: -0.5
- M1 antagonist: 0.0039
- 5HT1a antag: 1
- HTR1E agonist: -0.9
- M1 agonist: -0.36
- Jurkat tox 60K: -3
- S1P1 ag pot: -41
- 5HT1E antag: -3
- HTR1A agonist: -4.1

COc1ccc(Cc2nnc(SCC(=O)NCCc3ccccc3)o2)cc1
- S1P3 ag: -1.2
- M1 antagonist: 0.31
- 5HT1a antag: 4
- HTR1E agonist: 0.2
- M1 agonist: 0.37
- Jurkat tox 60K: 5
- S1P1 ag pot: -39
- 5HT1E antag: 2
- HTR1A agonist: -2.4

# (more compounds)
SMILES | S1P3 ag | M1 antagonist | 5HT1a antag | HTR1E agonist | M1 agonist | Jurkat tox 60K | S1P1 ag pot | 5HT1E antag | HTR1A agonist
Cc1ccc(-c2nnn(CC(=O)N(c3ccccc3F)C(C(=O)NC3CCCC3)c3ccco3)n2)o1 (configuration not stated) | -0.7 | 1 | 17 | -0.3 | -0.53 | -2 | 1 | 0 | 1.9
CCCCc1nc(N2CCOCC2)c(C#N)c2c1CCCC2 | 1.1 | 0.53 | . | 0.1 | -0.24 | . | -5 | -7 | -0.6
O=C(Cc1cccs1)Nc1nnc(SCC(=O)NC2CCCCC2)s1 | -1.8 | 0.016 | 3 | -0.8 | 1.5 | -4 | -3 | 9 | -2.0
CN(C)/C=C1\N=C(c2ccc3c(c2)OCO3)OC1=O | . | -0.014 | 8 | -1.2 | 0.42 | . | . | 0 | -1.3
COC(=O)C1C(=O)c2c([nH]c(C(=O)OCCOC(C)C)c2C)CC1C (configuration not stated) | . | -2.9* | -3 | -0.6 | 0.1 | . | . | 9 | -2.6
COC(=O)c1cn(NC(=O)C2CCCCC2)c(=O)c2ccccc12 | . | 0.69 | 22 | 0.2 | 0.22 | . | . | 5 | -2.2
CCC(C)C(=O)Nc1nnc(-c2cccs2)s1 (configuration not stated) | 0.6 | -0.11 | 2 | 0.1 | -0.45 | -1 | -16 | -2 | -2.6
O=C(CN1CCCCCC1)OCCN=C1NS(=O)(=O)c2ccccc21 | 0.3 | 0.11 | -20 | 0.5 | -0.7 | -4 | 2 | -8 | -0.5
CCCCNC(=O)CS(=O)Cc1nc(-c2cccc(C)c2)oc1C (configuration not stated) | 0.5 | 0.052 | 9 | 0.5 | -0.73 | -7 | -15 | -6 | 0.6
CCC(C(=O)N1CC2(C)CC1CC(C)(C)C2)N1C(=O)c2ccccc2C1=O (configuration not stated) | -1.0 | 1.6 | 10 | 1.4 | 0.11 | 1 | . | 5 | -0.9
Cc1ccnc(SCCn2c(N3CCC(C)CC3)nc3c2c(=O)[nH]c(=O)n3C)n1 | -0.7 | 0.18 | -5 | 0.6 | -1.3 | 4 | -20 | -11 | -1.3
O=C(OCCOCCN=C1NS(=O)(=O)c2ccccc21)c1ccncc1 | 0.1 | -0.43 | -6 | -0.9 | 0.083 | 2 | 1 | 0 | -4.8

# Source: PubChem BioAssay (several laboratories)
